SENP8 inh – SENP8 protease inhibition; inhibition, % at 10 µM; AID 2540; purified SENP8, Z-RLRGG-aminoluciferin cleavage, luminescence; 330,000 tested, 1.2% active; Q96LD8
Apaf-1 inh – human Apaf-1 inhibition | reconstituted apoptosome caspase-3 activity, DEVD-Rh110 fluorescence | 330,000 tested, 0.71% active | O14727 | inhibition, % at 20 µM; active = inhibition of at least 40% at 20 µM;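 note: plate controls were DMSO wells for no effect and DEVD-CHO caspase inhibitor wells for full effect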
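Assay system – apoptosome proteins · Medium – Hepes buffer, pH 7.5 · Also added – cytochrome c with DEVD-Rh110 · Timing – 30 min compound preincubation, 50 min activation, room temperature · Detection – Rh110 fluorescence, excitation 480 nm, emission 540 nm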
Gli-Sufu block – blocks Gli-Sufu signaling in a luciferase reporter. Sufu-KO-LIGHT fibroblasts, Gli luciferase reporter luminescence. inhibition, % at 5 µM. 340,000 tested, 0.74% active. AID 588413;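 active = inhibition above about 55%, limit read from the data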;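 note: 0% = DMSO-treated cells and 100% = wells with medium but no cells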
UBC13 inh – inhibitors of human UBC13 polyubiquitin chain formation; inhibition, % at 20 µM; P61088; 330,000 tested, 0.47% active; TR-FRET; in the data active = inhibition above about 45%, passing the limit was not always enough
Target sequence (P61088 whole entry, looked up): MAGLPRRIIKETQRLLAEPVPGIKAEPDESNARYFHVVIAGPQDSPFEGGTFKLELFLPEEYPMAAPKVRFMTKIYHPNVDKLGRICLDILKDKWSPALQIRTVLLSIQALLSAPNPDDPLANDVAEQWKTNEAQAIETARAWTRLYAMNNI
697 NFkB inh – inhibitors of the PMA/ionomycin-induced NF-kB reporter in 697 B cells. 697 B-cell NF-kB luciferase reporter, 16 h. inhibition, % at 4 µM. 330,000 tested, 0.33% active. AID 435022; in the data active = inhibition above about 35%
HKDC1 inh – blocks human hexokinase HKDC1 activity | recombinant HKDC1, G6PDH/diaphorase resazurin coupled fluorescence | 340,000 tested, 0.16% active | inhibition, % at 20 µM | Q2TB90 | AID 493160;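 active = inhibition above about 35% when tested at 20 µM, limit read from the data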;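 note: plate controls were DMSO wells with enzyme for no effect and DMSO wells lacking enzyme for full effect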
Target sequence (Q2TB90 whole entry, looked up): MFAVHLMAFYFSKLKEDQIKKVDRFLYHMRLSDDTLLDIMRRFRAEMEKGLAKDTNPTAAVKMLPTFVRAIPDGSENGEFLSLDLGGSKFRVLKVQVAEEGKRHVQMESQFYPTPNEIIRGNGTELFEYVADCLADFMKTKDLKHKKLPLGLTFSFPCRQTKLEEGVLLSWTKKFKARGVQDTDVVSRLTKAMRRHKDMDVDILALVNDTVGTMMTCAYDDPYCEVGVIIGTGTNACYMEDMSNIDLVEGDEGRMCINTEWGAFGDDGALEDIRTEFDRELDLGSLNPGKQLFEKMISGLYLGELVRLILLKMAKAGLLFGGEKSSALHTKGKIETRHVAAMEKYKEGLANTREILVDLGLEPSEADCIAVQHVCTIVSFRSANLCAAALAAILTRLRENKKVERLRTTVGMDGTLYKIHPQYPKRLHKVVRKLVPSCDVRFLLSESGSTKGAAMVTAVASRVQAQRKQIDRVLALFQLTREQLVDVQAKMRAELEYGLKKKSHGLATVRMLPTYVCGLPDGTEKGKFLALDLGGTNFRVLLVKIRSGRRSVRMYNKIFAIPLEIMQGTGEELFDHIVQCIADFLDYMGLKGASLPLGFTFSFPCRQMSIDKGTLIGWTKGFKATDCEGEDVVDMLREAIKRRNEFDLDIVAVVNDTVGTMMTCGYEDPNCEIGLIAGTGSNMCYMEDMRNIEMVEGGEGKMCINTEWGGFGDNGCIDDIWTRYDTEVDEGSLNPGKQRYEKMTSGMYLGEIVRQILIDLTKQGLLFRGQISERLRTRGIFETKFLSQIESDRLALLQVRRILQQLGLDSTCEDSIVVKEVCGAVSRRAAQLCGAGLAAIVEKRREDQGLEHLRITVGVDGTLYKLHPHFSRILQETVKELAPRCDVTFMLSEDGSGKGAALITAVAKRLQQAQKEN
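Test system: HK5 enzyme. Quantity: 5 µg/mL HK5 final. Reagent: glucose and ATP substrates. Schedule: 90 min reaction incubation at room temperature, dark. Technique: resazurin-to-resorufin fluorescence via G6PDH and diaphorase coupling, 525/613 nm. Control set: DMSO wells with and without enzyme mix.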
Jurkat NFkB inh – inhibitors of the PMA/ionomycin-induced NF-kB reporter in Jurkat cells | inhibition, % at 4 µM | 330,000 tested, 0.53% active | PMA/ionomycin-induced NF-kB luciferase reporter, luminescence
SENP7 block – inhibitors of human SENP7 protease | recombinant SENP7, Z-RLRGG-aminoluciferin luminescence, 40 min | inhibition, % at 5 µM | 330,000 tested, 1.5% active;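 active = inhibition above about 50% at the single test dose, limit read from the data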;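 note: plate controls were DMSO with enzyme for no effect and no enzyme buffer wells for full effect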
Active calls of the source: *. Cut-off read from the data, not from the text of the source, unless noted: active = inhibition above about 50%; inactive = the rest. Compounds as they come. Share with any hit: about 3.6%.

SMILES	SENP8 inh	Apaf-1 inh	Gli-Sufu block	UBC13 inh	697 NFkB inh	HKDC1 inh	Jurkat NFkB inh	SENP7 block
CCN(Cc1cccs1)C(=O)CN1C(=O)NC(c2ccccc2)(c2ccccc2)C1=O	-7	13	0	0	14	2	0	-3
CC(C)CC(=O)c1c[nH]c(C(=O)N2CCN(Cc3ccccc3)CC2)c1	-9	5	-2	-6	11	-4	-5	-19
Nc1nc(Sc2ccc([N+](=O)[O-])cc2[N+](=O)[O-])n[nH]1	5	-9	12	-4	13	1	11	-1
CC1(C)CC(=NOC(=O)c2ccccc2)CC(C)(C)N1	5	-11	-6	3	9	-12	3	6
COc1cc(C(Nc2ccc3c(c2)OCO3)C(=O)NC2CCCCC2)cc(OC)c1OC (stereo not given)	-1	17	6	-6	8	-1	1	-5
Cc1ccc(Cl)cc1NC(=O)COC(=O)C1CCCCC1	-3	12	3	11	17	3	-3	6
CCC1(c2ccccc2)NC(=O)N(CC(=O)NCC2COc3ccccc3O2)C1=O (stereo not given)	-2	2	-7	1	11	0	-7	-3
Cc1nc(CS(=O)c2ccccc2)cc(N2CCOCC2)n1 (stereo not given)	4	-6	-5	6	7	-4	1	7
O=C(CN1CCCCC1)Nc1cccc(Oc2ccccc2)c1	0	17	-28	4	-21	-2	-17	-9
Cc1cc(C)cc(NC(=O)CSc2nnc(-c3ccncc3)o2)c1	-8	0	-2	-2	9	-4	-12	7
Cc1ccc(-n2c(SCC(=O)NCC3CCCO3)nc3ccccc3c2=O)cc1 (stereo not given)	-1	-11	-1	9	15	-7	2	8
Cc1csc(Sc2nc3c(c(=O)[nH]c(=O)n3C)n2CCCc2ccccc2)n1	2	5	6	8	-3	-4	2	0
Cc1cccc(C(=O)NN2S(=O)(=O)c3ccccc3S2(=O)=O)c1	-5	-1	1	-17	8	-4	13	2
CCn1nnc(NC(=O)c2ccc(-c3ccc(Cl)cc3)o2)n1	-6	19	-11	-1	-66	3	-21	-5
COc1ccccc1NC(=O)CCN1CC(C)OC(C)C1 (stereo not given)	1	-6	-13	3	12	-4	-8	0
Cc1ccn2c(CNCC3OCCc4ccccc43)c(C(=O)N3CCCCCC3)nc2c1 (stereo not given)	2	3	22	5	3	-12	-2	-1
CCOC(=O)c1ccc(NC(=O)Nc2c(C)nn(C)c2C)cc1	3	-19	3	4	7	-10	-5	0
CCCCCCn1c(SCCCC)nc2c1c(=O)[nH]c(=O)n2C	3	17	4	-5	3	-6	7	9
Cc1cc(NC(=O)c2ccc(C)s2)n(-c2nc3ccccc3[nH]2)n1	-4	-6	-7	4	18	-11	21	1
Cc1ccc(CNC(=O)c2nnc(Cc3ccc(Cl)cc3)o2)cc1	0	-19	1	15	14	-6	8	-4
CCn1ncc(/C=N\NC(=O)Cc2ccc([N+](=O)[O-])cc2)c1C	3	-6	7	9	6	-15	15	-2
COc1ccc(NC(=O)/C=C/c2ccc(S(=O)(=O)N3CCOCC3)cc2)cc1	-6	0	1	1	12	-4	-11	8
COc1ccc(CCNC(=O)c2cnn3cccnc23)cc1OC	-10	-4	3	15	14	18	1	-7
Cc1ccc(C(=O)NCC2CCCO2)cc1[N+](=O)[O-] (stereo not given)	-1	-11	-2	14	19	-14	8	-6
Cc1ccc(-c2cc(C(F)(F)F)c(C#N)c(=O)[nH]2)cc1	68*	16	-5	9	-5	-1	2	21

(further entries)
SMILES	SENP8 inh	Apaf-1 inh	Gli-Sufu block	UBC13 inh	697 NFkB inh	HKDC1 inh	Jurkat NFkB inh	SENP7 block
COc1cccc(OC)c1C(=O)NNC(=O)c1ccc(F)cc1	9	-2	8	-6	10	-7	6	18
O=C(C1CCCN(S(=O)(=O)c2cccc3nsnc23)C1)N1CCc2ccccc2C1 (stereo not given)	5	10	11	1	17	1	-6	7
CCN1CCN(C(=S)Nc2cc(S(=O)(=O)N(CC)CC)ccc2C)CC1	0	-9	27	6	0	-10	14	-2
Cc1ccc(NCC(=O)N/N=C\c2ccc([N+](=O)[O-])o2)cc1	1	-7	-6	-11	-2	-2	14	8
O=C(CN1CCN(c2ccc(F)cc2)CC1)c1cccs1	2	3	-25	-10	-7	-8	-5	2
Cc1noc(C)c1COC(=O)c1cc2ccccc2cc1O	-3	8	5	6	-3	-3	-11	4
COc1ccc(S(=O)(=O)N2CCCCC2)cc1C(=O)Nc1cc(C)on1	10	-10	-1	2	11	-4	13	-2
CCN1CCN(c2nc3c(c(=O)[nH]c(=O)n3C)n2CCSc2nc3ccccc3s2)CC1	6	-1	7	1	-14	-5	19	-3
O=C1CCCCCN1Cc1nnc(SCc2nc3ccccc3s2)n1-c1ccccn1	4	9	-2	3	-130	2	-101	2
O=C(NCC(=O)N(c1cccnc1)C(C(=O)NC1CCCC1)c1ccco1)c1cccs1 (stereo not given)	2	-1	-7	4	-6	-4	-2	0
OC12CCCCC1C(c1ccc3c(c1)OCO3)N(Cc1ccccc1F)CC2 (stereo not given)	2	-2	8	14	13	-5	3	-15
O=C(c1cccnc1)N1N=C(C2CC2)CC1(O)C(F)(F)F (stereo not given)	-1	-13	0	-4	14	-8	1	-2
CC(C)CCNC(=O)C1c2ccccc2Oc2ccccc21	-13	-2	8	-1	11	0	6	6
OCc1c(OCc2cccc(F)c2)ccc2ccccc12	-21	12	-23	2	-55	-1	-59	11
CCOC(=O)c1sc(NC(=S)NC(=O)c2ccc(OC)cc2)nc1C	-2	3	-15	-9	-43	-3	-12	-8
CCOc1ccccc1NC(=O)CSc1nnc(CNC(=O)c2c(F)cccc2Cl)o1	1	2	-14	0	4	-7	11	-1
CCn1cc(C(=O)N[C@H](C(=O)NCCN2CCOCC2)C(C)C)c(=O)c2cc3c(cc21)OCO3	-10	-4	-18	0	-1	1	-3	-6
O=S(=O)(Nc1ccc(Cc2ccncc2)cc1)c1ccc(Br)cc1	-13	-2	19	-9	-19	-6	14	-7
Cc1csc(=NC(=O)c2ccccc2)n1Cc1ccco1	2	-11	-4	10	9	-16	-12	-2
O=C(Nc1cccc(S(=O)(=O)N2CCOCC2)c1)C1=NN(c2ccccc2)C(=O)CC1	3	8	7	-6	-55	-5	-11	-1
CC(C)CNC(=O)CN(c1ccccc1)S(=O)(=O)c1ccccc1[N+](=O)[O-]	-13	4	-1	-4	-8	-4	-8	-11
O=C(C1=C(O)C(=O)N(c2nccs2)C1c1ccccc1)c1cc2ccccc2o1 (stereo not given)	-6	-4	2	-6	-44	3	-43	11
CS(=O)(=O)c1cccc(C(=O)Nc2ccc3c(c2)OCCCO3)c1	6	-5	-37	-3	-34	5	-50	6
CCCCNC(=O)C1CCCN(S(=O)(=O)c2c(C)noc2/C=C/c2cccs2)C1 (stereo not given)	8	-12	32	-3	6	0	0	-1
COc1ccc(CNC(=O)c2ccc(N3CCCC3=O)cc2)cc1	6	-19	-20	3	-12	-9	-13	6

7 compounds drawn at random from the list so far, as already listed:
SMILES	SENP8 inh	Apaf-1 inh	Gli-Sufu block	UBC13 inh	697 NFkB inh	HKDC1 inh	Jurkat NFkB inh	SENP7 block
Cc1noc(C)c1COC(=O)c1cc2ccccc2cc1O	-3	8	5	6	-3	-3	-11	4
OC12CCCCC1C(c1ccc3c(c1)OCO3)N(Cc1ccccc1F)CC2 (stereo not given)	2	-2	8	14	13	-5	3	-15
O=C(c1cccnc1)N1N=C(C2CC2)CC1(O)C(F)(F)F (stereo not given)	-1	-13	0	-4	14	-8	1	-2
O=C(C1=C(O)C(=O)N(c2nccs2)C1c1ccccc1)c1cc2ccccc2o1 (stereo not given)	-6	-4	2	-6	-44	3	-43	11
O=C1CCCCCN1Cc1nnc(SCc2nc3ccccc3s2)n1-c1ccccn1	4	9	-2	3	-130	2	-101	2
Cc1csc(=NC(=O)c2ccccc2)n1Cc1ccco1	2	-11	-4	10	9	-16	-12	-2
Cc1ccc(NCC(=O)N/N=C\c2ccc([N+](=O)[O-])o2)cc1	1	-7	-6	-11	-2	-2	14	8

Full records as entered above:
Listed for CS(=O)(=O)c1cccc(C(=O)Nc2ccc3c(c2)OCCCO3)c1 : SENP8 inh = 6; Apaf-1 inh = -5; Gli-Sufu block = -37; UBC13 inh = -3; 697 NFkB inh = -34; HKDC1 inh = 5; Jurkat NFkB inh = -50; SENP7 block = 6
Listed for Cc1csc(=NC(=O)c2ccccc2)n1Cc1ccco1 : SENP8 inh = 2; Apaf-1 inh = -11; Gli-Sufu block = -4; UBC13 inh = 10; 697 NFkB inh = 9; HKDC1 inh = -16; Jurkat NFkB inh = -12; SENP7 block = -2

More structures
SMILES	SENP8 inh	Apaf-1 inh	Gli-Sufu block	UBC13 inh	697 NFkB inh	HKDC1 inh	Jurkat NFkB inh	SENP7 block
COc1ccccc1NC(=O)NC1CC(=O)N(c2ccc3c(c2)OCCO3)C1 (stereo not given)	-3	-2	-18	1	-3	-1	-16	-1
COc1ccc(C(=O)Nc2nc(CC(=O)NCCc3ccccc3)cs2)cc1	-18	16	-13	-9	-13	-3	-12	-5
CCCSc1nc2c(cnn2-c2ccc(C)cc2)c(=O)[nH]1	6	11	4	-5	2	-1	4	-2
O=C(CSc1nnc(NC(=O)c2ccco2)s1)Nc1ccccc1	-7	-4	-7	-9	10	4	1	-1
COc1cc2c(c3oc(=O)cc(CC(=O)O)c13)CCC(C)(C)O2	1	8	-3	16	-18	4	18	0
CCn1nc(C)c(/C=N/NC(=O)Cc2ccc(Cl)cc2)c1C	-10	2	6	0	-54	-5	-30	2
CCC(C)(C)C1CCC2(CC1)NC(=O)N(CC(=O)NCCCc1ccccc1)C2=O (stereo not given)	1	8	-17	8	11	5	10	-4
CNc1oc(-c2ccc(Cl)cc2)nc1P(=O)(c1ccccc1)c1ccccc1	3	34	5	2	3	6	10	-6
O=C(CCc1ccncc1)NC1CCCc2c1cnn2-c1ccc(F)cc1F (stereo not given)	4	-3	19	-2	-32	-4	12	4
Cc1ccc(-c2nnc(N3CCN(C(=O)Cn4c(=O)n(C)c5ccccc54)CC3)c3ccccc23)cc1	-5	-8	20	4	4	-7	5	-4
COc1ccc(NC(=O)CSc2nc(C)cs2)cc1OC	4	-5	29	3	26	-6	11	3
CCCOc1ccccc1N1C(=O)CC(N(O)c2ccccc2)C1=O (stereo not given)	2	8	-2	1	4	-5	-13	3
CCOc1cc(NC(=S)NCCCN2CCOCC2)c(OCC)cc1NC(=O)c1cccc(C)c1	-14	5	7	-2	-33	14	-23	-3
COc1ccc(S(=O)(=O)N2CCOCC2)cc1NC(=O)CN1CCC(Cc2ccccc2)CC1	-10	31	17	0	-22	6	23	-5
COc1ccccc1/C=C\C(=O)NCC(=O)N/N=C(\C)Cc1ccccc1	0	-12	8	5	3	-5	1	-4
CCOc1ccc(NC(=O)c2ccccc2NC(=O)CN2CCN(C(C)=O)CC2)cc1	5	0	-5	4	5	2	0	0
Cc1ccccc1CN1CCN(C(=O)c2ccc(F)cc2)CC1	-15	-4	4	-7	-20	-3	-15	-11
CCC(CC)C(=O)c1c[nH]c(C(=O)O)c1	-2	6	7	-4	3	-9	6	5
O=C(Nc1ccc(S(=O)(=O)Nc2ncccn2)cc1)c1ccccc1NS(=O)(=O)c1ccc(F)cc1	-5	4	-6	14	14	-9	-4	8
CC(=O)c1ccc(N2CCN(S(=O)(=O)c3cc4c(cc3C)NC(=O)CO4)CC2)cc1	8	5	-2	3	11	1	23	3
Cc1cc2occ(CC(=O)NCc3cccs3)c2cc1C(C)C	-9	16	0	7	-15	-5	0	-2
Cc1ccc(S(=O)(=O)CCC(=O)OCC(=O)N(Cc2ccccc2)C(C)C)cc1	2	7	-5	2	17	4	2	-4
CN(C(=O)C1CCN(S(=O)(=O)c2ccccc2[N+](=O)[O-])CC1)C1CCCCC1	-3	-2	-2	14	-11	8	-7	1
COc1ccc(NC(=O)c2noc(C(C)C)c2[N+](=O)[O-])cc1	0	-2	-5	-3	-8	-5	-19	9
O=C(COC(=O)c1ccccc1C(=O)N1CCN(c2ccc(F)cc2)CC1)NCc1ccccc1	4	6	-13	-2	-13	-1	6	13
O=c1cc(N2CCc3ccccc32)[nH]c(=O)n1-c1ccc(Br)cc1	-8	5	-6	-81	5	4	8	13
COc1ccccc1-c1ccc(=O)n(CC(=O)NCc2ccc3c(c2)OCO3)n1	-9	9	-4	3	-5	-2	-19	10

Screens as filed in PubChem BioAssay.
